Bioassay records deposited in PubChem BioAssay by several laboratories.
HSP90 refold inh: HSP90 refolding inhibition in rabbit reticulocyte lysate; AID 1789; inhibition, % at 5.6 µM; luciferase refolding luminescence, 3 h; 290,000 tested, 0.91% active;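 active = inhibition above the screen-wide mean plus 3 SD, computed separately per campaign, cut at about 16% in these data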;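 also: 0% = DMSO wells and 100% = 60 µM geldanamycin wells; inhibitors lower the luminescence because luciferase stays unfolded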
AI-2 QS mod: modulators of Vibrio harveyi AI-2 quorum sensing system; AID 2094; Vibrio harveyi JMH597 AI-2 luminescence/OD600 ratio, 9 h; stronger effect = lower value; strain lacks LuxN and CqsS sensors; 0 = neutral-control median; 300,000 tested, 0.4% active; activity change, % at 7.5 µM; in the data active = activity change below about -75%, passing the limit was not always enough;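 also: luminescence divided by OD600 gain over 9 h not by final OD600 alone; inactives centre near 13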
KLF5 inhibitor: suppresses KLF5 promoter-driven expression; DLD-1 KLF5 promoter-luciferase reporter, luminescence; inhibition, % at 5 µM; 290,000 tested, 0.23% active; AID 1700;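 active = inhibition above a per-plate limit of that plate's mean compound inhibition plus 3 SD, cut at about 60% in these data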;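 also: 0% = DMSO wells and 100% = LY294002 at 200 µM; higher means less KLF5 promoter-driven luciferase light; inactives centre near -14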
HSF-1 act: increases HSF-1 driven luciferase reporter signal | NIH3T3-HGL HSF-1 luciferase reporter, MG132, 8 h; 100% = twice DMSO control signal | activation, % at 9 µM | 300,000 tested, 1.7% active;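 active = mean replicate activation of at least 50% with a set share of replicates each reaching 50%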;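 also: 0% = median of the neutral control wells and 100% = twice that signal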
HDAC3 inh: blocks human histone deacetylase 3; 320,000 tested, 0.15% active; O15379; inhibition, % at 8.3 µM; recombinant HDAC3, fluorogenic peptide/trypsin coupled, fluorescence; in the data active = inhibition above about 26%, passing the limit was not always enough
Target sequence (O15379 whole entry, looked up): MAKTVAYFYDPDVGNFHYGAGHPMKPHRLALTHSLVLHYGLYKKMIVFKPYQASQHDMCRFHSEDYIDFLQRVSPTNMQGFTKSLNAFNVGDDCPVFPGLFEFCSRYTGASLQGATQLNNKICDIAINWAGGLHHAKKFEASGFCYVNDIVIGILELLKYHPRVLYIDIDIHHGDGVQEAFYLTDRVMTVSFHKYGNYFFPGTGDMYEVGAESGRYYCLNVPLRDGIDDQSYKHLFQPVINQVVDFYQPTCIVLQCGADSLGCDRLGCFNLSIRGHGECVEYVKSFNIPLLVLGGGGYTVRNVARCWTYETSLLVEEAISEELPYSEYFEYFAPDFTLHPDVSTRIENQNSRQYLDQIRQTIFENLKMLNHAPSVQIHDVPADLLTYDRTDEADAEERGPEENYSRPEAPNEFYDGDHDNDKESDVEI
aSyn 5UTR inh: MLPCN primary screen, SNCA 5' untranslated region | alpha-synuclein 5'UTR reporter, inhibitor activity | inhibition, % (tested at 7.5 µM) | 300,000 tested, 0.82% active; in the data active = inhibition above about 60%;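 also: H4 neuroglioblastoma cells stably carrying SNCA 5'UTR luciferase fusion; 0% = DMSO wells and 100% = positive control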
HSF1 inh: HSF1 inhibition | 300,000 tested, 0.77% active | activity change, negative = inhibition, % at 7.5 µM (by protocol) | NIH3T3-HGL HSE-luciferase, MG132-induced, luminescence 8 h; stronger effect = lower value;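 active = more than half of replicate wells show activity change below -50%, luminescence cut by over half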;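 also: luciferase reports HSF-1 transcriptional activity via heat shock element; 0% = median of DMSO wells and -100% = zero luminescence signal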
HIF activator: HIF pathway transcriptional activation. U2OS HRE-luciferase reporter, luminescence; normalized: DMSO 0%, desferrioxamine 100%. activation, % at 7.5 µM (by protocol). 300,000 tested, 0.32% active;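 active = mean activation of at least 10% of the iron chelator positive control signal, with at least half of replicates also reaching 10%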
Platelet DG rel: platelet dense granule release activity | 300,000 tested, 0.22% active | human platelet-rich plasma, SFLLRN dense granule ATP release, luminescence | inhibition, %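 (compounds screened at 7.5 µM in platelet-rich plasma)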 | AID 1663;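 active = mean replicate score, as percent of positive control, at or above 50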
IEC-6 tox: IEC-6 cytotoxicity, counter-screen for KLF5 inhibitors. luminescence viability. inhibition, % at 5 µM. 290,000 tested, 0.78% active; in the data active = inhibition above about 22%;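 also: 0% = plate median of test compound wells and 100% = cytotoxic reference compound wells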
* = called active by the depositor; / = no result given.

Values in the order: HSP90 refold inh	AI-2 QS mod	KLF5 inhibitor	HSF-1 act	HDAC3 inh	aSyn 5UTR inh	HSF1 inh	HIF activator	Platelet DG rel	IEC-6 tox
[1] Cc1c(C)n(-c2ccc(Cl)cc2)c2ncnc(N)c12
  -4.9	10.5	-31.1	-8.2	2.2	5.0	-4.3	-0.6	1.7	-3.0
[2] O=C(NCCNS(=O)(=O)c1cccc(C(F)(F)F)c1)c1cc(OCC(F)(F)F)ccc1OCC(F)(F)F
  -0.9	-4.7	5.5	-3.5	10.2	47.2	0.0	0.5	1.6	3.6
[3] COc1ccc(OCc2cccc(C(=O)NN)c2)cc1
  43.9*	12.0	-57.8	-73.6	2.7	67.4*	-65.7*	-10.9	19.7	7.0
[4] COc1ccc(S(=O)(=O)Nc2nnc(C)s2)cc1
  -2.3	36.8	-11.5	0.5	-3.7	11.1	-2.9	0.0	5.9	5.3
[5] O=C(Nc1ncc2c(n1)-c1ccccc1OC2)c1ccc(Cl)cc1Cl
  -1.5	17.0	10.8	2.6	-2.9	13.3	-6.3	-0.1	0.8	-5.8
[6] Cc1cc(N2CCOCC2)nc2ccc(NC(=S)NC(C)C)cc12
  1.5	14.1	-66.6	36.0	-16.9	-93.5	16.0	-13.5	-4.1	-2.7
[7] CCCc1cc(NCC2CCCO2)n2c(nc3ccccc32)c1C#N (stereo not drawn)
  3.4	12.1	-21.0	0.0	-18.3	3.3	-6.6	-0.4	-2.6	4.1
[8] Cc1cccc(COCC(CC(C)C)N2CCN(C(=O)c3ccc(C(F)(F)F)cc3)CCC2=O)c1 (stereo not drawn)
  0.9	1.2	-2.0	12.2	21.5	13.3	0.9	0.9	0.3	6.6
[9] O=C(CNC(=O)c1ccc(Br)cc1)NCC(=O)OCC(=O)c1ccc(F)cc1
  -4.6	-1.0	-18.0	/	1.6	/	/	/	/	-5.0
[10] Cn1c(/N=C/c2cccs2)nc2ccccc21
  -0.5	14.8	-3.1	26.4	-0.5	4.2	-2.3	-0.1	-2.6	1.9
[11] Cc1cc(-n2c(SCCC#N)nnc2-c2cccnc2)ccc1Cl
  4.7	26.7	-12.8	-10.0	4.6	6.6	-2.2	-0.1	12.6	-0.1
[12] COc1ccccc1NC(=O)CN(C)S(=O)(=O)c1ccc(F)cc1
  3.3	-4.1	-19.1	0.9	10.5	18.3	0.8	0.1	-10.8	-0.5
[13] CCOC(=O)/C=C/C(=O)OCC(=O)NCc1ccccc1
  -0.7	13.8	5.9	21.2	-1.8	-28.6	11.5	0.1	-1.1	-2.4
[14] Cn1nnc(-c2ccc(OCc3ccccc3F)cc2)n1
  -1.9	22.3	-156.1	56.3*	3.7	-54.1	23.1	1.4	29.6	-2.5
[15] CCN1CCc2nc(NC(=O)CC(c3ccccc3)c3ccccc3)sc2C1
  4.5	3.5	-40.5	2.5	5.0	-5.8	4.8	-0.2	-0.2	-5.9
[16] Cc1ccc(Cc2nc(-c3cccnc3)no2)cc1
  -6.6	-32.9	-35.1	14.2	2.1	-37.2	11.5	0.9	2.2	-5.8
[17] COc1cc(OC)c(NC(=O)c2ccc(Br)o2)cc1Cl
  1.2	29.3	18.3	12.5	1.9	-28.1	3.7	0.0	-2.7	5.3
[18] O=S(=O)(Nc1ccc(S(=O)(=O)Nc2ncccn2)cc1)c1ccc(Cl)cc1
  -4.5	/	2.3	-4.1	4.3	12.0	-3.1	-1.0	3.5	3.2
[19] O=C(COC(=O)c1oc2ccccc2c1CSc1ccc(Cl)cc1)NC1CCCC1
  2.1	17.3	-32.2	29.7	-3.8	31.7	5.8	-0.3	-3.9	4.8
[20] O=C(CCCCCCN1C(=O)c2ccccc2C1=O)NC1CCCCC1
  -1.0	19.2	4.3	-4.8	-4.5	4.7	0.2	-1.3	-0.2	2.5
[21] OCC[C@@H]1C[C@@H](O)[C@H](O)[C@]2(CCCO2)O1
  /	9.1	/	0.6	-1.6	-22.2	0.3	0.9	4.5	/
[22] Cc1ccc(CC(=O)Nc2nc3c(s2)CCCC3)cc1
  1.2	-10.0	23.0	16.2	-6.0	-8.8	3.6	2.4	2.8	-1.0
[23] O=C(CCN1CCN(S(=O)(=O)c2ccc(Br)cc2)CC1)Nc1ccccc1F
  4.2	9.4	-23.3	-9.5	1.8	20.9	3.3	-0.7	2.5	-1.2
[24] O=C(c1cccn2c(=O)c3ccccc3nc12)N1CCN(Cc2ccc3c(c2)OCO3)CC1
  3.0	16.8	-2.3	-7.3	/	9.2	-3.2	-0.3	2.8	1.0
[25] CCCCNC(=O)COC(=O)CCC(=O)c1ccc(Cl)cc1
  0.1	17.7	-8.5	-9.5	0.1	-6.0	-4.4	-0.8	17.7	0.8
[26] CCC(C)(C)NC(=O)C(c1cccn1C)N(C(=O)Cn1nnc2ccccc21)c1ccccc1OC (stereo not drawn)
  -3.9	-0.8	-12.1	/	6.3	-7.5	/	0.1	2.7	-7.4
[27] c1cnc(N2CCN(Cc3ccc4c(c3)OCO4)CC2)cn1
  -2.3	/	-16.0	3.1	-3.4	4.6	-7.2	-0.7	-2.6	-4.6
[28] Cc1[nH]n(-c2ccc([N+](=O)[O-])cc2)c(=O)c1C=NCCc1ccc(S(N)(=O)=O)cc1
  -0.2	18.6	-14.4	-5.6	-6.5	-10.1	6.9	0.1	2.4	0.3
[29] CCOC(=O)c1c(S(=O)(=O)NCC(=O)Nc2ccccc2F)c(C)n(C)c1C
  1.0	-7.1	-12.2	21.3	-6.4	-9.0	-12.7	-0.2	-14.7	-3.9
[30] COc1cccc(NC(=O)C(OC(=O)c2ccc([N+](=O)[O-])o2)c2ccccc2)c1 (stereo not drawn)
  -0.6	27.7	2.4	18.2	-2.8	-20.3	8.1	0.0	-3.0	0.7

Individual results from above:
Result of CCC(C)(C)NC(=O)C(c1cccn1C)N(C(=O)Cn1nnc2ccccc21)c1ccccc1OC (stereo not drawn) under Platelet DG rel: 2.7
Result of O=C(CNC(=O)c1ccc(Br)cc1)NCC(=O)OCC(=O)c1ccc(F)cc1 under HSP90 refold inh: -4.6
Result of O=C(c1cccn2c(=O)c3ccccc3nc12)N1CCN(Cc2ccc3c(c2)OCO3)CC1 under IEC-6 tox: 1.0

(cont.)
Values in the order: HSP90 refold inh	AI-2 QS mod	KLF5 inhibitor	HSF-1 act	HDAC3 inh	aSyn 5UTR inh	HSF1 inh	HIF activator	Platelet DG rel	IEC-6 tox
[31] COc1cccc(NC(=O)c2nn(C)cc2Br)c1
  -0.2	4.8	-3.0	36.9	-3.1	-105.2	9.4	2.3	6.5	5.8
[32] COC(=O)C1=C(N)Oc2cc(N(C)C)ccc2C1c1ccccc1OC (stereo not drawn)
  -2.7	15.6	-6.3	-14.9	2.9	82.8*	5.7	0.8	-2.1	3.0
[33] O=C(Nc1ccccc1N1CCN(C(=O)c2ccccc2)CC1)c1ccc(Cl)cc1
  2.2	21.9	-5.6	20.2	2.3	-17.4	4.8	-0.7	9.1	2.8
[34] COc1cccc(N2CCN(C(=O)c3cc4c(=O)n(Cc5ccccc5)ccc4nc3C)CC2)c1
  0.3	-7.3	4.2	10.5	-1.2	14.2	10.9	0.1	-5.8	-2.8
[35] COc1ccc2c(c1)c(=O)oc1cc3occ(C(C)(C)C)c3cc12
  7.1	9.5	-7.8	1.0	-7.2	-4.2	-8.7	-0.1	-0.5	-0.3
[36] CC1=CC(C)(C)n2c(O)c(N=N)c3c(C)ccc1c32
  2.9	4.1	-5.3	-22.5	8.5	32.2	-3.3	-0.8	4.3	-0.7
[37] O=C(COC(=O)C1CCCC1)Nc1ncc(Cl)cc1Cl
  /	37.0	/	-12.4	6.6	-2.8	-7.5	-0.2	-8.5	/
[38] COc1ccc(C2CC(=O)Oc3c(C(CCN4CCCC(C)C4)c4ccc(N(C)C)cc4)c(OC)cc(OC)c32)cc1 (stereo not drawn)
  /	30.6	/	-2.5	-3.5	19.8	-4.9	-2.7	3.8	/
[39] Cc1oc2cc(OC(C)C(=O)O)ccc2c(=O)c1Oc1ccccc1 (stereo not drawn)
  -1.8	8.0	-3.8	-11.2	-2.7	-10.6	4.9	1.0	7.6	0.6
[40] Cc1ccc(NC(=O)c2cc(S(=O)(=O)N3CCOCC3)cs2)cc1
  -5.8	66.5	-8.6	9.9	-2.1	-19.6	1.9	0.5	-5.1	96.9*
[41] COc1cccc(-n2c(COc3ccc(C)cc3)nnc2SCC(N)=O)c1
  1.8	13.9	-32.4	16.7	/	3.6	-1.0	-0.2	9.7	-4.9
[42] CCN1C(=O)[C@@H]2[C@@H](c3ccc(-c4ccc(OC)cc4)cc3)N3CCC[C@@]3(C(=O)OC)[C@@H]2C1=O
  /	9.0	/	-3.1	0.7	26.7	2.0	-0.1	-4.7	/
[43] CCOC(=O)Cc1csc(NC(=O)CSc2nnc(C(C)C)n2CC)n1
  -1.6	23.7	-6.2	-44.3	5.6	-6.2	-33.4	-6.0	1.8	-0.1
[44] Cn1cnnc1-c1cccc(NC(=O)c2cc(F)c(F)cc2Cl)c1
  -2.1	-1.2	-20.9	-16.0	3.6	2.3	-2.1	0.5	10.8	7.1
[45] Cc1nn(CCC(=O)NCc2ccc(OC(C)C)cc2)c(=O)c2nn(-c3ccccc3)c(C)c12
  -3.5	23.1	-8.9	8.9	-0.7	9.6	1.2	-0.5	4.4	-1.4
[46] Cc1nc2ccc(NC(=O)Cc3ccsc3)cc2s1
  6.7	25.3	-82.6	28.0	7.4	-108.2	16.1	2.3	7.9	8.0
[47] CCO/N=C(\C)c1c(O)c(CC)c(-c2ccccc2)n(-c2ccccc2)c1=O
  2.7	28.0	-19.3	-5.5	-2.8	3.3	-4.7	1.4	-0.9	-1.6
[48] COc1cccc(CNc2ncc(Br)cc2Br)c1O
  -6.0	43.1	-93.4	138.4*	7.6	-125.2	107.1	1.2	1.7	0.7
[49] COC(=O)Cn1c(=O)c2c(nc3n2CC(C)CN3CCc2ccccc2)n(C)c1=O (stereo not drawn)
  -5.0	6.6	-15.9	63.1*	/	12.7	18.0	-0.2	-3.3	5.1
[50] CCCCNC(=O)c1ccccc1SCc1c(C)noc1C
  -5.2	6.1	-30.1	-6.4	-1.8	5.7	-4.5	-0.1	-4.4	-4.5
[51] CN(C)C(=O)COc1ncnc2sc(-c3ccccc3)cc12
  -1.0	-84.1*	-30.8	17.9	-1.9	-44.6	-4.2	1.9	14.6	-0.3
[52] COc1ccc(CNC(=O)c2ccc(N3CCOCC3)c([N+](=O)[O-])c2)cc1
  -1.4	6.8	-14.8	11.4	7.7	9.8	-1.0	0.0	1.8	2.9
[53] CCc1ccc(-c2nnn(Cc3nc4ccccc4s3)n2)cc1
  -3.9	-41.7	-22.2	29.8	-0.6	-4.0	4.9	0.3	0.8	-2.0
[54] Cn1c2ccccc2c2nnc(SCC(=O)Nc3ccccc3F)nc21
  -1.4	14.2	-45.3	5.7	8.2	8.3	-0.3	1.0	-0.5	1.2
[55] Cc1ccc(C)c(S(=O)(=O)N/N=C/c2ccc(C(=O)O)cc2)c1
  -0.7	23.5	-22.1	20.3	7.3	-11.3	-4.3	-0.2	-15.3	-0.5
[56] Cc1cccc(C)c1NC(=S)N(Cc1ccccc1)Cc1cccs1
  2.8	19.1	-6.0	38.3	0.2	14.5	17.6	0.7	2.4	11.6
[57] O=C(CNS(=O)(=O)/C=C/c1ccccc1)OC1CCOC1=O (stereo not drawn)
  2.2	46.1	13.4	6.4	9.7	-7.5	-0.3	-0.5	2.5	7.9
[58] CCCS(=O)(=O)N1CCC(Cc2ccc(OC)cc2)(C(=O)OCC)CC1
  -2.5	12.0	-3.9	-12.5	/	-6.7	3.9	2.8	-1.5	-3.1
